Compound activity from PubChem.
RAD54 inh – RAD54 (human) branch migration inhibition. RAD54 Holliday junction branch migration, FAM/BHQ fluorescence. inhibition, % at 10.4 µM. AID 602329. 360,000 tested, 0.14% active;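 active means mean normalized replicate activity at least 40 and at least half of replicates scoring 40 or more; inconclusive means only one of the two criteria met; inactive means mean below 40 and under half of replicates reaching 40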;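 further: 0% = median of neutral control wells and 100% = median of positive control wells; inhibitors cause a drop in the FAM fluorescence signal; in these data hits start at about 50%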
Target sequence (Q92698 whole entry, looked up): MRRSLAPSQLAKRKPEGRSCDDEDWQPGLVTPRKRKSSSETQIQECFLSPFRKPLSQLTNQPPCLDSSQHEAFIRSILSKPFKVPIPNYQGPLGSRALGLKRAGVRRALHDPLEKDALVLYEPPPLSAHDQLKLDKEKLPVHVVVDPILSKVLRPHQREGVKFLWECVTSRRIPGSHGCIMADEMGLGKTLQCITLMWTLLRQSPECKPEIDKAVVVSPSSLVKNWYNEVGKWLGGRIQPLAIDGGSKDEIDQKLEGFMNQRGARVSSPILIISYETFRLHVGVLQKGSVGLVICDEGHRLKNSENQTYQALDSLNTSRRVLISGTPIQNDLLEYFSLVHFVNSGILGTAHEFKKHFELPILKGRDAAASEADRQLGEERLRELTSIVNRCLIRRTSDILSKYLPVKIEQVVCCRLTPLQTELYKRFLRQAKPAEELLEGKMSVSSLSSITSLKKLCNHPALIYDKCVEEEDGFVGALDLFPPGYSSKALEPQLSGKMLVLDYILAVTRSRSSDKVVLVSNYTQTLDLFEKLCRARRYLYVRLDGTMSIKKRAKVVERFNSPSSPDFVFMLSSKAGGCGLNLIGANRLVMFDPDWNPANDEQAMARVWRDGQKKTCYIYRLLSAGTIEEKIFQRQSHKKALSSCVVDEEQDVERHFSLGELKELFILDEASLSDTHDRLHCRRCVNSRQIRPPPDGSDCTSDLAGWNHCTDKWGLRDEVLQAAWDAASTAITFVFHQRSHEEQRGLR
* hit, by the source's call; ? = inconclusive.

SMILES	RAD54 inh
COc1ccc(C(=O)Nc2ccc(Cl)c(Cl)c2)c(OC)n1	-12
Cn1c(SCC(=O)NCc2ccco2)nnc1-c1ccccc1	-2
Clc1cccc2sc(-c3nnc(-c4ccccc4)o3)c(Cl)c12	-3
Cn1c(=O)cc(OCCCC(=O)Nc2cccnc2)c2ccccc21	-8
Cc1cc(N2CCC(C(=O)Nc3ccc(F)cc3)CC2)nc(-c2ccccc2)n1	1
Cc1nn(-c2ccccc2)c2sc(C(=O)NC3CC3)cc12	-3
O=C(CN1CCCCC1)N1CCCc2c1c(=O)oc1ccc(OCc3ccccc3)cc21	5
CCN(CC)S(=O)(=O)c1ccc2c(c1)c(=O)c(C(=O)NCCCN(C)c1ccccc1)cn2C	-9
Cc1nc(=O)c(-c2ccccc2)c(C)n1-c1ccc(C(=O)O)cc1	-12
Cc1ccc(C(=O)NNC(=O)CSc2nnc3c(n2)[nH]c2ccc(F)cc23)cc1	5
COc1ccccc1CN(C)C(=O)c1ccc2c(c1)NC(=O)CS2	8
COC(=O)c1ccccc1NC(=O)c1ccccc1NS(C)(=O)=O	2
COc1ccc(-c2cc(C3CCN(c4cc(Cl)nc(N)n4)CC3)[nH]n2)cc1	4
CC(NC(=O)OC(C)(C)C)C(=O)Oc1cc2oc(=O)cc(-c3ccccc3)c2cc1Cl (configuration not stated)	-4
COc1ccc(C2=NCC(CSc3nnnn3C)S2)cc1 (configuration not stated)	-5
C=CCn1c(SCC(=O)Nc2ccc3c(c2)OCCO3)nnc1-c1ccccn1	2
Cc1cc(C(=O)Nc2ccccc2C(F)(F)F)no1	1
COc1ccccc1NC(=O)C1CCCCN1S(=O)(=O)c1ccc(F)cc1 (configuration not stated)	2
O=C(CSc1nnc(-c2ccccc2)o1)NCC1CCCCC1	-8
CC(=O)c1cc(C(c2csc(C(C)=O)c2)c2csc(C(C)=O)c2)cs1	6
Cc1ccc(-n2c(SCC(=O)NCc3cccs3)nnc2-c2ccoc2C)cc1	-3
COCCNC(=O)CN(c1cccc(OC)c1)S(=O)(=O)c1ccc(C)cc1	-4
O=C(Nc1ccc(F)cc1F)c1ccc(-n2cncn2)nc1	-18
COc1ccc(NC(=O)C2CCCN(S(=O)(=O)c3cccs3)C2)cc1OC (configuration not stated)	2
COC(=O)Cn1cnc2c(nnn2Cc2ccc(Cl)cc2)c1=O	3

Copied from the listing, 2 compounds:
SMILES	RAD54 inh
COc1ccc(C(=O)Nc2ccc(Cl)c(Cl)c2)c(OC)n1	-12
Cn1c(SCC(=O)NCc2ccco2)nnc1-c1ccccc1	-2

(next part)
SMILES	RAD54 inh
O=C(CN(Cc1ccco1)S(=O)(=O)c1cccs1)Nc1ccccc1C(F)(F)F	3
CCC(Sc1ncccc1C(=O)OC(C)C)C(=O)NCc1ccco1 (configuration not stated)	-1
C#CCOCCOCCOCCNc1nc(N2CCN(C(=O)CCCCCCCCCCNC(=O)[C@H]([C@@H](C)CC)n3cc(CCCCCN)nn3)CC2)nc(N2CCN(C(=O)CCCCCCCCCCNC(=O)[C@H](CO)n3cc(CCCCCN)nn3)CC2)n1	?
C=CCN(CC(=O)NCc1ccc(F)cc1)C(=O)c1csnn1	-27
S=C(NCCSCc1ccc(Cl)c(Cl)c1)Nc1ccccc1	3
CC1CCCCN1C(=O)CSc1nnc(-c2ccc(Cl)s2)o1 (configuration not stated)	-14
Cc1ccc(NC(=O)CSCC(N)=O)cc1C	-6
CCCc1cc(=O)oc2cc(C)cc(O)c12	1
Cc1cc(C)n(CC(O)COc2ccccc2)n1 (configuration not stated)	-2
CC(=O)NC1(C(F)(F)F)NC(=O)N(C2CCCCC2)C1=O (configuration not stated)	2
CC(C)[C@H](NC(=O)NCc1ccco1)C(=O)O	-4
Cc1ccc(C(=O)Nc2c(C#N)c(C)c(C)n2Cc2ccccc2)cc1	5
C=CCNC(=S)NNC(=O)c1cccc2ccccc12	-2
CCn1c(SCC(=O)Nc2cccc(NC(=O)c3cccs3)c2)nnc1-c1ccncc1	-2
COc1ccc2c(c1)SCC(=O)N2C	2
O=c1nc(C(F)(F)F)nc2ccccn12	-4
COc1ccc(NC(=O)Cn2nnc(-c3ccccc3F)n2)cc1	2
O=C(COc1ncnc2cc([N+](=O)[O-])ccc12)NCc1ccc2c(c1)OCO2	2
CN(c1ccccc1)S(=O)(=O)c1cc(C(=O)N2CCN(c3ccccn3)CC2)ccc1Cl	2
O=C(O)CC1Sc2ccccc2NC1=O (configuration not stated)	4
CCOC(=O)C1CCCN(Cc2ccc3c(c2)OCO3)C1 (configuration not stated)	-4
C=CCn1c(O)c(C(CC)=NCCN2CCOCC2)c(=O)[nH]c1=O	1
O=C(NCc1ccco1)c1ccc(Cn2c(=O)c3ccccc3n(Cc3cccc(F)c3)c2=O)cc1	4
Cc1cc2c(cc1C)NC(c1cccnc1)C1=C(CC(C)(C)CC1=O)N2 (configuration not stated)	-6
Cc1ccc(S(=O)(=O)N(Cc2ccc(F)cc2)Cc2ccco2)cc1	-3
The results go on:
SMILES	RAD54 inh
CCOc1ccc(N2C(=O)CC(N3CCN(c4ccc(C(=O)c5ccncc5)cc4)CC3)C2=O)cc1 (configuration not stated)	-1
CCOC(=O)C1CCCN(C(=O)c2ccc(OCC)cc2)C1 (configuration not stated)	4
CCOCCc1nnc(NC(=O)c2ccc(OC)c(OC)c2)s1	7
C=CCSc1nnc(-c2cc3c(s2)-c2ccccc2CC3)o1	3
COc1cccc(OCCc2c(C)n[nH]c2C)c1	-5
COc1ccc(-c2ccc(CCC(=O)O)n2CC(C)C)cc1	-1
N#CCCSCc1ccc(C(=O)O)o1	-1
O=C1C2CCCN2C(c2ccccc2)N1c1ccc(Cl)cc1 (configuration not stated)	-14
O=C(COC(=O)COc1ccc(Cl)cc1)NC1CCCCC1	-1
O=C1Nc2cccnc2Sc2ccccc21	-6
CC(C)Oc1ccc(C(=O)NC2CCCCC2)cc1	9
COc1cc(OC)nc(NC(=O)COC(=O)C2CCCCC2)n1	-8
COc1ccc(S(=O)(=O)N2CCCN(CC(=O)Nc3cc(NC(C)=O)ccc3OC)CC2)cc1	-3
C[N+](C)(C)CCOP(=O)(O)OP(=O)([O-])OC[C@H]1O[C@@H](n2ccc(N)nc2=O)[C@H](O)[C@@H]1O	16
Cc1nc2nc[nH]n2c(=O)c1NC(=O)c1c(-c2ccccc2Cl)noc1C	-9
NC(=O)CC(O)c1cccc(Cl)c1 (configuration not stated)	-7
CCCCOC(=O)C1=C(C)Nc2ncnn2C1c1cccc(OC)c1OC (configuration not stated)	-6
CCC(=O)Nc1ccc(S(=O)(=O)Nc2ncccn2)cc1	3
CC(=O)n1nc(-c2cccnc2)nc1N	-6
O=C(Nc1ccc(NC(=O)c2ccco2)nc1)c1ccccn1	1
CCOc1ccc(CNc2nc3ccccc3n2CCN2CCOCC2)cc1	-1
COc1ccc(Nc2nc(N)nc(CSc3n[nH]c(-c4ccccc4)n3)n2)cc1	-7
CCC(CC)C(=O)Nc1cccc(/C(C)=N/NC(=O)c2ccccc2Cl)c1	8
O=C(COc1cc(Cl)ccc1Cl)Nc1nnc(CC(=O)N2CCOCC2)s1	-10
O=C(CN1C(=O)c2ccccc2S1(=O)=O)N1CCN(c2ccccc2F)CC1	7
Later entries:
SMILES	RAD54 inh
COc1ccc(OC)c(S(=O)(=O)n2ccnc2C)c1	-7
COc1ccc(S(=O)(=O)Nc2cc(OC)c(NC(=O)c3ccco3)cc2OC)cc1	1
CCCn1nnnc1SCC(=O)NCc1cccs1	-1
CCOc1ccc(-c2ncncc2-c2ccc(OC)cc2)c(O)c1	-2
COc1ccccc1C1C(C(=O)c2cc3ccccc3o2)=C(O)C(=O)N1CCN(C)C (configuration not stated)	7
O=C(c1ccco1)[C@@H]1[C@@H]2C(=O)N(c3ccc(Br)cc3)C(=O)[C@@H]2C2c3ccccc3C=CN21 (some centres not stated)	-5
CCOCC(=O)Nc1nc2ccc(C)cc2s1	-7
Cn1nnnc1SCC(=O)Nc1nc(-c2ccccc2)c(-c2ccccc2)o1	5
COC(=O)c1cc(OC)c(OC)c(OC)c1N	-14
Cc1cc(C)c2c(N)c(C(=O)N3CCCCCC3)sc2n1	14
COc1ccc(C(CNC(=O)c2ccc(-n3cnnn3)cc2)N2CCOCC2)cc1 (configuration not stated)	0
O=C(CSCc1ccccc1)Nc1ccc2c(c1)OCO2	-10
COc1ccc(CNC(=O)Cc2c(C(=O)O)[nH]c3ccccc23)cc1	6
CNC(=S)Nc1ccc(OC)c(OC)c1	4
Cn1c(Cn2c(C(F)(F)F)nc3ccccc32)nc2ccccc21	-7
O=C(CSc1nnc(C2COc3ccccc3O2)o1)N1CCOCC1 (configuration not stated)	-10
COCCCn1nnnc1SCC(=O)Nc1nc(C)c(C)s1	0
Cc1cc(C)nc(/N=C(\N)Nc2ccc(F)c([N+](=O)[O-])c2)n1	5
CCOC(=O)COc1nc(N(C)C)nc(N(C)C)n1	0
Cc1cc(C)c(NC2=CC(=O)CC(C)(C)C2)c(C#N)c1	-5
COC(=O)c1ccc(C2CC(=O)Nc3cc(OC)c(OC)cc32)cc1 (configuration not stated)	6
Cc1c(N(C(=O)Nc2ccccc2)C2=NCC(C)S2)c(=O)n(-c2ccccc2)n1C (configuration not stated)	-9
COC(=O)CCN(C(=O)c1ccc2c(c1)OCO2)c1ccccn1	1
Cc1onc(-c2ccccc2Cl)c1C(=O)Nc1ccc(OCC(=O)N2CCOCC2)cc1	-3
C=CCNC(=O)/C(=C/c1ccco1)NC(=O)c1ccc(Br)o1	-12

The list goes on (3 carried over from the part before).
SMILES	RAD54 inh
COC(=O)CCN(C(=O)c1ccc2c(c1)OCO2)c1ccccn1	1
Cc1onc(-c2ccccc2Cl)c1C(=O)Nc1ccc(OCC(=O)N2CCOCC2)cc1	-3
C=CCNC(=O)/C(=C/c1ccco1)NC(=O)c1ccc(Br)o1	-12
CCOc1c(Br)cc(C2NS(=O)(=O)N=C3CCCCCN32)cc1OC (configuration not stated)	-2
O=C(CN1CCC(n2nnc3cc(F)ccc32)CC1)NC1CCCCC1	-8
O=c1[nH][nH]c(-c2ccccc2)c1C=Nc1ccc(Cl)cc1	3
COCCNC(=O)c1ccccc1NC(=O)COc1ccccc1	-4
Nc1cccc(-c2nc3cc(S(=O)(=O)c4ccc5oc(-c6cccc(N)c6)nc5c4)ccc3o2)c1	0
O=C(OCn1nnc2ccccc2c1=O)c1ccc2ccccc2n1	6
CCOc1ccc(S(=O)(=O)Nc2ccccc2C(=O)NCC2CCCO2)cc1 (configuration not stated)	-5
Cc1cc(NC(=O)COC(=O)COc2ccc(C(=O)c3ccccc3)cc2)no1	6
O=C(Oc1ccc2c(c1)C(=O)c1ccccc1CO2)c1ccccc1	-13
COc1ccccc1N(CC(=O)Nc1ccc2c(c1)OCCO2)S(C)(=O)=O	3
CC(=O)c1c(C)[nH]c(C(=O)OCC(=O)Nc2cc(C(F)(F)F)ccc2N2CCOCC2)c1C	1
COc1cc(-c2nnc(-c3cccs3)o2)cc(OC)c1OC	1
c1cc(CNc2ccc3c(c2)OCO3)ccn1	2
Cc1ccc(C(=O)Nc2cc3c(cc2N2CCCCC2)n(C)c(=O)n3C)cc1	4
CCNC(=O)c1sc(-c2ccccc2)nc1C	-9
Cc1ccc(S(=O)(=O)N[C@H](C(=O)Oc2ccc3c(C(F)(F)F)cc(=O)oc3c2)c2ccccc2)cc1	-13
CCOC(=O)C1CCCN(c2nc3ccccc3nc2C(C#N)C(=O)NCc2ccccc2)C1 (configuration not stated)	-5
CCC1CCCCN1CCCNC(=O)Cn1nc(-c2ccc(C)cc2)ccc1=O (configuration not stated)	-11
COc1ccc(C(NC(=O)C(C)(C)C)NC(=O)C(C)(C)C)cc1	-5
CCCCC(c1nnnn1CS(=O)(=O)c1ccc(C)cc1)N1CCN(c2ccccc2)CC1 (configuration not stated)	5
O=C(c1nc2n(n1)C(c1ccc(Cl)cc1)C=C(c1ccccc1)N2)N1CCOCC1 (configuration not stated)	-2
C=CCN1C(=O)[C@@H]2Cc3c([nH]c4ccccc34)C(c3ccc(O)cc3)N2C1=S (some centres not stated)	-25
CCCCCNc1c(C(=O)OCC)c(=O)[nH]c2ccccc12	-1
CCCCc1oc2c(c(=O)c1C)C(=O)CC(c1ccccc1)C2 (configuration not stated)	-2
CCOC(=O)C(Sc1cc(C)nc(N)n1)C(C)=O (configuration not stated)	7
Additional results follow:
SMILES	RAD54 inh
CCN1C2=C(C(=O)CCC2)C(c2ccc(O)cc2)C2=C1CCCC2=O	-2
COc1ccc(Cl)c(N2CCN(CCCNC(=O)Nc3ccc(C)cc3)CC2)c1	4
CCCn1c(SCC(=O)c2cc(OC)ccc2OC)nnc1-c1ccco1	5
Cn1nnnc1SCC(=O)N1c2ccccc2CCc2ccccc21	7
CCOc1ccc2ncc(C(=O)c3ccc(OC)cc3)c(N3CCN(CC)CC3)c2c1	-8
COc1ccc(/C=C/C(=O)Nc2c(C)nn(C)c2C)cc1COc1ccc(Br)cc1	-6
COc1ccc(NC(=O)N2CCN(c3cccc(C(F)(F)F)c3)CC2)cc1	6
CC1(C(=O)NS(=O)(=O)C2CC2)CCCN(C(=O)COc2ccccc2)C1 (configuration not stated)	0

In the list so far, 6 contain a COOH group:
SMILES	RAD54 inh
Cc1nc(=O)c(-c2ccccc2)c(C)n1-c1ccc(C(=O)O)cc1	-12
CC(C)[C@H](NC(=O)NCc1ccco1)C(=O)O	-4
O=C(O)CC1Sc2ccccc2NC1=O (configuration not stated)	4
COc1ccc(-c2ccc(CCC(=O)O)n2CC(C)C)cc1	-1
N#CCCSCc1ccc(C(=O)O)o1	-1
COc1ccc(CNC(=O)Cc2c(C(=O)O)[nH]c3ccccc23)cc1	6

A different layout for part of the listing above:
> COc1ccc(Nc2nc(N)nc(CSc3n[nH]c(-c4ccccc4)n3)n2)cc1
  RAD54 inh: -7

> CCC(CC)C(=O)Nc1cccc(/C(C)=N/NC(=O)c2ccccc2Cl)c1
  RAD54 inh: 8

> O=C(COc1cc(Cl)ccc1Cl)Nc1nnc(CC(=O)N2CCOCC2)s1
  RAD54 inh: -10

This is a subset; count on the stated rates, not on these rows.
